Growth percent in the NCI-60 one-dose screen (48 h, 10 µM unless noted): 100 = growth as untreated, 0 = no growth, -100 = all killed.
SN12C = SN12C renal cancer cells; hit rate 3.8% among 81,000; AID 1794767
UO-31 = UO-31 renal cancer; hit rate 5.2% among 81,000; AID 1794768
CAKI-1 = CAKI-1 renal cancer; hit rate 4.7% among 75,000; AID 1794772
TK-10 = TK-10 renal cancer cells; hit rate 3.9% among 81,000
RXF 393 = RXF 393 renal cancer cells; hit rate 6.9% among 77,000
786-0 = 786-0 renal cancer cells | hit rate 5.1% among 81,000
DU-145 = DU-145 prostate cancer. hit rate 4.2% among 81,000
A498 = A498 renal cancer cells; hit rate 5.4% among 76,000
ACHN = ACHN renal cancer; hit rate 4.9% among 81,000; AID 1794771
* hit, by the source's call; x = no result given; & = joins results of further samples. The calls were made as follows: active = growth percent below 10; inactive = the rest.

Start of the data: the first 15 compounds, ahead of the listing:
SMILES	SN12C	UO-31	CAKI-1	TK-10	RXF 393	786-0	DU-145	A498	ACHN
O=C(CSc1nnc(Cn2c(C(F)(F)F)nc3ccccc32)o1)Nc1ccc(F)cc1	106	90	101	103	115	109	112	112	109
COc1cc(C2=NN(C(C)=O)C(c3ccc(N(C)C)cc3)C2)cc(OC)c1OC (stereo not given)	86	80	15	109	103	80	103	76	92
CCCCNC(=O)Nc1ccccc1CC	95	74	96	106	104	97	109	100	96
COc1cc2c(cc1N)-c1ccc(N)cc1C2=O	86	86	88	101	103	98	104	58	100
Cc1cc(NS(=O)(=O)c2ccc(-n3c(-c4ccccc4)nc(/C=C4\C=Nc5ccccc54)c3O)cc2)no1	59	30	x	73	52	33	54	61	49
CC(=O)O[C@H]1CC[C@]2(C)[C@H]3CC=C4[C@@H]5CC(C)(C)CC[C@]5(C(=O)NCCNCCN)CC[C@@]4(C)[C@]3(C)CC[C@H]2C1(C)C	-90*	-92*	-69*	-79*	45	-95*	-45*	39	-100*
O=S(=O)(Cc1c[nH]c2ccccc12)c1ccccc1	92	80	96	124	97	109	115	66	100
CCOC(=O)C1C(C)=CC(=O)CC1C(C)C (stereo not given)	112	100	x	122	138	107	112	106	107
O=C(c1ccccc1)N(C(=S)NCCc1ccc(Cl)cc1)c1ccccc1	110	80	93	83	x	92	80	95	108
COc1c(F)ccc(C(=O)Nc2ccc3nc(NC(=O)C4CCCN(S(=O)(=O)c5ccc(C(F)(F)F)cc5)C4)sc3c2)c1F (stereo not given)	82	55	61	100	9.0*	63	88	97	72
COc1ccc(C2=CC(c3cc(OC)c(OC)c(OC)c3)N3C(=O)CSC3=N2)cc1OC (stereo not given)	92	x	70	82	81	73	102	62	x
Oc1ccccc1/C=N/N=C1c2ccccc2-c2ccccc21	81	49	82	100	104	108	100	123	83
CC(C)=NNC(=O)c1ccccc1	98	96	96	90	108	103	104	x	103
O=C(O)c1cc([N+](=O)[O-])ccc1C(=O)OCCCBr	98	93	94	104	104	102	110	x	101
Cc1c(CC(=O)OCCO)cc(-c2ccc(Cl)cc2)n1-c1ccccc1	92	75	88	115	107	102	102	88	100

This part in full, repeating the preview:
SMILES	SN12C	UO-31	CAKI-1	TK-10	RXF 393	786-0	DU-145	A498	ACHN
O=C(CSc1nnc(Cn2c(C(F)(F)F)nc3ccccc32)o1)Nc1ccc(F)cc1	106	90	101	103	115	109	112	112	109
COc1cc(C2=NN(C(C)=O)C(c3ccc(N(C)C)cc3)C2)cc(OC)c1OC (stereo not given)	86	80	15	109	103	80	103	76	92
CCCCNC(=O)Nc1ccccc1CC	95	74	96	106	104	97	109	100	96
COc1cc2c(cc1N)-c1ccc(N)cc1C2=O	86	86	88	101	103	98	104	58	100
Cc1cc(NS(=O)(=O)c2ccc(-n3c(-c4ccccc4)nc(/C=C4\C=Nc5ccccc54)c3O)cc2)no1	59	30	x	73	52	33	54	61	49
CC(=O)O[C@H]1CC[C@]2(C)[C@H]3CC=C4[C@@H]5CC(C)(C)CC[C@]5(C(=O)NCCNCCN)CC[C@@]4(C)[C@]3(C)CC[C@H]2C1(C)C	-90*	-92*	-69*	-79*	45	-95*	-45*	39	-100*
O=S(=O)(Cc1c[nH]c2ccccc12)c1ccccc1	92	80	96	124	97	109	115	66	100
CCOC(=O)C1C(C)=CC(=O)CC1C(C)C (stereo not given)	112	100	x	122	138	107	112	106	107
O=C(c1ccccc1)N(C(=S)NCCc1ccc(Cl)cc1)c1ccccc1	110	80	93	83	x	92	80	95	108
COc1c(F)ccc(C(=O)Nc2ccc3nc(NC(=O)C4CCCN(S(=O)(=O)c5ccc(C(F)(F)F)cc5)C4)sc3c2)c1F (stereo not given)	82	55	61	100	9.0*	63	88	97	72
COc1ccc(C2=CC(c3cc(OC)c(OC)c(OC)c3)N3C(=O)CSC3=N2)cc1OC (stereo not given)	92	x	70	82	81	73	102	62	x
Oc1ccccc1/C=N/N=C1c2ccccc2-c2ccccc21	81	49	82	100	104	108	100	123	83
CC(C)=NNC(=O)c1ccccc1	98	96	96	90	108	103	104	x	103
O=C(O)c1cc([N+](=O)[O-])ccc1C(=O)OCCCBr	98	93	94	104	104	102	110	x	101
Cc1c(CC(=O)OCCO)cc(-c2ccc(Cl)cc2)n1-c1ccccc1	92	75	88	115	107	102	102	88	100
O=C(CCCl)Nc1cccc(Cn2c(=O)[nH]c3ccc(Oc4ncccn4)cc3c2=O)c1	96	81	103	106	101	80	100	94	92
O=C(COC(=O)c1ccccc1)c1ccc(-c2ccccc2)cc1	103	91	100	113	x	105	107	99	104
O=C(c1ccc(Cl)cc1)C1[C@H](c2ccc(Cl)cc2)[C@@H](c2ccccc2)NC12C(=O)Nc1ccc(Br)cc12 (stereo not given in full)	-49*	28	28	50	6.6*	25	47	59	14
Cc1cc(NNc2cc(Br)cc(Br)c2)cc(C)c1Cl	94	78	x	103	90	92	96	97	x
Nc1nc(N)c2c(n1)NC(c1sc(Cl)nc1Cl)CC(c1ccc3c(c1)OCO3)=N2 (stereo not given)	35	30	26	51	-1.6*	38	35	-2.9*	45
COc1ccc(-c2c(N)n[nH]c2-c2ccc(Cl)cc2O)cc1	98	62	97	100	75	90	101	86	96
CN1CCN(C(=O)OCc2nc3c(N4CCOCC4)nc(-c4ccccc4)nc3n2C)CC1	-87*	-100*	-94*	-70*	x	-83*	-83*	3.1*	-100*
O=C1CSC(=Nc2cc(Cl)cc(Cl)c2)N1	95	86	83	130	95	102	106	95	96
COc1ccc(NC(=O)Cn2ccc(Nc3ccccc3)cc2=O)cc1	106	91	100	104	104	99	106	106	103
Cn1ccnc1C(=O)/C=C/c1ccc(NC(=O)c2ccc(F)cc2)cc1	25	42	41	90	x	22	9.8*	78	38
CC(=O)c1nn(-c2ccc(S(N)(=O)=O)cc2)c2nc3nccc(-c4cc5ccccc5oc4=O)c3c(=O)n12	91	58	67	169	67	105	101	157	98
CCOc1ccc(/C=C/C(=O)c2ccccc2)cc1	96	84	x	98	53	90	95	89	108
CC(=O)c1ccc(Br)c([N+](=O)[O-])c1	104	91	-7.6*	91	113	95	113	77	111
Nc1nc(-c2ccc(F)cc2)cc(-c2ccc(OCc3nc4ccccc4[nH]3)cc2)n1	79	70	77	92	x	92	97	90	91
CC(C(=O)O)N(CCC#N)CCC#N (stereo not given)	100	88	107	103	102	102	106	109	108
CCC(=O)c1cc2c(cc1CC)C(C)(C)CCC2(C)C	106	98	97	101	112	97	111	106	100
N[C@H]1CCC[C@@H]1NCCCCN1C(=O)c2cccc3cccc(c23)C1=O	64	60	84	66	64	55	43	40	45
COc1cc(NC(=O)CSc2nc3ccccc3c(=O)n2-c2ccccc2)cc(OC)c1OC	95	52	81	113	88	95	110	47	89
O=C1CC(c2ccccc2)n2cnc3ncnc(c32)S1 (stereo not given)	91	79	101	108	x	103	108	118	96
CN(C)c1ccc(/C=C2/C=C(c3ccccc3)OC2=O)cc1	107	74	91	110	89	100	101	96	97
Brc1ccc2c(-c3cncn3CCc3ccc4c(c3)OCO4)c[nH]c2c1	83	66	78	118	93	87	102	x	87
COc1cc(C)cc(C(O)Cc2cccc(-c3ccccc3NC(C)=O)n2)c1 (stereo not given)	97	74	94	96	102	101	111	103	97
C[C@H](c1nc2ccc(Br)cc2[nH]1)[C@H]1CC[C@H]2[C@@H]3CCC4=CC(=O)CC[C@]4(C)[C@H]3CC[C@]12C	85	65	66	117	96	89	97	84	98
OCCn1ccc2nc(Cl)nc(Cl)c21	100	94	101	110	111	106	105	107	101
COCCCNc1nc(Cl)nc(NCCCOC)n1	99	93	101	x	99	105	110	63	110

Some of the entries so far, bar-delimited:
SMILES | SN12C | UO-31 | CAKI-1 | TK-10 | RXF 393 | 786-0 | DU-145 | A498 | ACHN
OCCn1ccc2nc(Cl)nc(Cl)c21 | 100 | 94 | 101 | 110 | 111 | 106 | 105 | 107 | 101
Cn1ccnc1C(=O)/C=C/c1ccc(NC(=O)c2ccc(F)cc2)cc1 | 25 | 42 | 41 | 90 | x | 22 | 9.8* | 78 | 38

New compounds follow.
SMILES	SN12C	UO-31	CAKI-1	TK-10	RXF 393	786-0	DU-145	A498	ACHN
CN(C)CCCC1(c2ccc(F)cc2)OCc2cc(-c3cc4ccccc4s3)ccc21 (stereo not given)	37	21	21	60	35	58	18	81	14
COc1ccc(OC)c(C2=NN(c3ccc(S(N)(=O)=O)cc3)C(c3ccc(Cl)cc3)C2)c1 (stereo not given)	61	52	68	114	52	93	80	68	63
CNc1cccc([N+](=O)[O-])c1	110	96	93	107	105	99	107	89	101
CCn1c(-c2ccc(-c3nc4ccc(C)cc4[nH]3)cc2)n[nH]c1=S	87	94	99	118	119	101	87	82	98
CCN(CC)CCC(C(=O)O)(c1ccccc1)C1(O)CCCCCC1 (stereo not given)	97	78	90	97	119	88	115	95	98
COc1ccc(/C=C2\N=C(c3ccccc3)N(C(=O)c3ccc(Cl)cc3)NC2=O)cc1	84	87	85	105	88	84	106	74	95
COC(=O)c1nc(N)nc(C(=O)OC)c1C(=O)c1cccc2ccccc12	99	90	96	97	105	110	121	105	106
CCCCCCCCCCCCNC(=S)N/N=C/c1ccccc1O	69	38	65	128	107	89	68	94	77
Brc1ccc([I+]c2ccc(Br)cc2)cc1	-27*	51	51	-18*	41	28	53	72	39
Nc1ccn(C2CC(N)C(CO)O2)c(=O)n1 (stereo not given)	67	73	42	99	128	94	51	100	20
Cc1nc(-c2ccc(N)cc2)ccc1C(=O)N=Nc1c(O)[nH]c2ccc(Br)cc12	100	75	x	130	x	107	112	96	98
COc1ccc(OC)c(N)c1	104	88	103	107	115	112	112	101	107
N/C(=N\C(N)=N\c1nc2ccccc2s1)c1c(Cl)cccc1Cl	89	86	92	116	107	100	106	106	95
CC1=CC(C)(C)NC(=S)N1c1ccc(S(=O)(=O)O)c2cccc(S(=O)(=O)O)c12	103	73	115	106	107	112	111	98	99
Fc1ccc(CSc2ncnc3c2ncn3C2CCCCO2)cc1 (stereo not given)	92	94	109	109	118	92	110	88	108
NS(=O)(=O)c1ccc(C(=O)N=Nc2c(O)[nH]c3ccccc23)cc1	97	91	94	100	110	101	103	83	103
Nc1c(C(=O)Nc2ccccc2Cl)sc2nc3c(cc12)CCCCCCCC3	91	85	x	98	96	99	98	74	101
CC(=O)Nn1c(N(N=Cc2cc(-c3ccccc3)cs2)C(C)=O)nn(C(C)=O)c1=S	97	91	96	122	118	100	106	x	99
CCO/C=N/c1oc(-c2ccccc2)cc1C#N	97	70	87	103	88	96	103	55	98
C(C=C(c1ccccc1)c1ccccc1)=C(c1ccccc1)c1ccccc1	106	90	97	93	102	102	106	92	110
NS(=O)(=O)c1ccc(C(=O)NN2C(=O)c3nccnc3C2=O)cc1	100	90	93	102	110	101	107	94	110
COc1c2occc2c(OC)c2c(=O)cc(C)oc12	97	89	89	106	112	103	108	98	106
NC(CC(=O)OCc1ccccc1)C(=O)OCc1ccccc1 (stereo not given)	93	94	94	92	111	99	103	x	100
Cc1ccc(CSc2nc(-c3ccc(F)cc3)c(C#N)c(N3CCN(C)CC3)n2)cc1	88	82	63	108	58	56	106	111	70
CC/C(Cc1ccccc1)=C(\c1ccc(OCCN2CCOCC2)cc1)c1ccc(OC(=O)NCc2ccccc2)cc1	95	75	90	93	104	100	105	97	99
Cc1nc2c(c(-c3ccccc3)n1)Cc1c(ccc3ccccc13)O2	102	70	109	106	105	99	115	79	91
CC(=O)N1C(=S)NC(=O)C1CC(C)C (stereo not given)	101	93	96	100	x	98	110	109	105
COc1ccc(C2C=C(C(=O)O)Nc3nc(SC)[nH]c(=O)c32)cc1 (stereo not given)	124	106	98	112	110	100	115	87	112
COc1nc2c(c(=O)n1C)C1(C(=O)N(Cc3ccccc3)c3ccccc31)c1c(nc(OC)n(C)c1=O)N2	100	95	98	77	109	93	107	107	109
CCCCSCCCOC(C)=O	105	92	88	91	123	99	113	83	103
CC1CN(CCN2CC(C)N(C=O)CC2C)C(C)CN1C=O (stereo not given)	102&101	90&92	101&128	116&106	114&117	105&109	117&119	110&100	101&114
